Screens from PubChem BioAssay.
KCNQ2 inh = KCNQ2 potassium channel inhibitors, primary screen, cell-based, CHO-K1, FluxOR thallium flux, B-score (AID 2156). 20 min; hits give low values. B-score at 10 µM. hit rate 1.1% among 310,000;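 active = fluorescence ratio B-score at most minus 3 library SDs, with starting brightness B-score within 2 library SDs, cut at about -5.5 in these data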
Target sequence (O88943 whole entry, looked up): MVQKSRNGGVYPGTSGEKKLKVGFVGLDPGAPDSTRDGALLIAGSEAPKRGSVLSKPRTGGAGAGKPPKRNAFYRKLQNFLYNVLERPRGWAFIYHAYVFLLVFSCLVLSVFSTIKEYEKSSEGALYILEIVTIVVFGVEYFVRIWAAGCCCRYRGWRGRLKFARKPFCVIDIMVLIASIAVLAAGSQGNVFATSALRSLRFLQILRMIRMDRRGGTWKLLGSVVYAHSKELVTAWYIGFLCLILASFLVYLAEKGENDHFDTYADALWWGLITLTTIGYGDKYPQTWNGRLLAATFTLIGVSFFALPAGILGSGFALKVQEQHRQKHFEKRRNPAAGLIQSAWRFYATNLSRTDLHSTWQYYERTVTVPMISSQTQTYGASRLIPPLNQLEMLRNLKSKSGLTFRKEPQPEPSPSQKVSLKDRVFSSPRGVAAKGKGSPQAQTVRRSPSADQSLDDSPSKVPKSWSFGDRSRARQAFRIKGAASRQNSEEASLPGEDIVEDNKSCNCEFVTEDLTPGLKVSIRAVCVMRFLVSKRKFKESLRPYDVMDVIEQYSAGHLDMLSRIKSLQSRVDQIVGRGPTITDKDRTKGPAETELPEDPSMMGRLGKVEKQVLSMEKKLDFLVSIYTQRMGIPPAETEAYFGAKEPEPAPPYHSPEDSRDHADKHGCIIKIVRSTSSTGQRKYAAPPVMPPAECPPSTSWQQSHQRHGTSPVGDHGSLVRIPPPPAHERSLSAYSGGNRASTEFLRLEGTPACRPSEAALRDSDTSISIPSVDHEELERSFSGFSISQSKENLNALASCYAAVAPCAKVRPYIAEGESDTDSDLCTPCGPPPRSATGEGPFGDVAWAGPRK
CHT inh = inhibitors of human choline transporter CHT. AID 488975, 2010. B-score at 10 µM. CHT-expressing cells, membrane potential dye, choline response; hits give low values. High affinity choline transporter 1 (Homo sapiens), Q9GZV3. hit rate 0.86% among 310,000;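 active = B-score over 3 SD under the library average, and starting fluorescence ratio not unusually high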;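 note: choline stimulus applied at its EC90 after an EC20 pre-addition; B-score computed on integrated fluorescence ratio after choline addition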
* = called active by the depositor; i = inactive; / = no result given.

molecule	KCNQ2 inh	CHT inh
CC1=NNC(=O)C1CC(=O)N/N=C/c1ccc(C)o1 (stereo not given)	i	i
COC(C[C@@H]1O[C@@H]1[C@H](O)[C@@H](C)OCc1ccccc1)OC	i	i
Cc1ccc(S(=O)(=O)CCC(=O)OCc2cc(C)ccc2C)cc1	i	i
Cc1cc(C=O)c(C)n1-c1ccc2c(c1)OCO2	i	i
COc1ccc([N+](=O)[O-])cc1NC(=O)COC(=O)c1ccccc1O	i	i
COc1cccc(CSc2nccn2C)c1	i	i
COc1cc(C)ccc1OCCOc1c(Cl)cc(Cl)cc1Cl	i	i
COc1ccccc1NS(=O)(=O)c1cccc(NC(=O)Cc2cccs2)c1	i	i
O=C(COC(=O)c1cc(=O)[nH]c2ccc(Br)cc12)c1ccccc1	i	i
Cc1ccccc1C(=O)NC1CCN(CC(=O)Nc2c(C)cccc2C)CC1	i	i
CCCC(=O)NC(=S)Nc1ccc(S(=O)(=O)N2CCc3ccccc32)cc1	i	i
Cc1cc(C)c2nc(NC(=O)C3CC(=O)N(Cc4ccco4)C3)sc2c1 (stereo not given)	i	i
CC(=O)Nc1ccc(N(C(=O)c2ccco2)C(C(=O)NC2CCCC2)c2ccncc2)cc1 (stereo not given)	i	i
C#CCOCCOCCOCCNc1nc(N2CCN(C(=O)[C@H](CCC(=O)O)n3cc(C(N)Cc4ccc(O)cc4)nn3)CC2)nc(N2CCN(C(=O)[C@H](Cc3ccc(O)cc3)n3cc(C(N)[C@H](C)CC)nn3)CC2)n1 (stereo not given in full)	i	/
COc1ccc(S(=O)(=O)N2CCOCC2)cc1NC(=O)CCc1c[nH]c2ccccc12	i	i
Cn1c(=O)c(C(=O)NNC(=O)c2cccc(Cl)c2)c(O)c2ccccc21	i	i
Cc1cc(NC(=O)C2CC(c3c(F)cccc3Cl)=NO2)n(-c2ccccc2)n1 (stereo not given)	i	i
S=C(NCCc1ccc(Cl)cc1)NCc1ccccc1	i	i
O=C(COc1ccccc1/C=C1\SC(=O)NC1=O)Nc1ccc(F)cc1	i	-6.9*
COc1ccc(NC(=O)CCC(=O)N2CCCC2)c([N+](=O)[O-])c1	i	i

One compound at a time, as listed above. Order of screens: KCNQ2 inh, CHT inh
S=C(NCCc1ccc(Cl)cc1)NCc1ccccc1 in the list: i, i
CC(=O)Nc1ccc(N(C(=O)c2ccco2)C(C(=O)NC2CCCC2)c2ccncc2)cc1 (stereo not given) in the list: i, i
COc1cccc(CSc2nccn2C)c1 in the list: i, i
COc1ccc(NC(=O)CCC(=O)N2CCCC2)c([N+](=O)[O-])c1 in the list: i, i

Next entries follow.
molecule	KCNQ2 inh	CHT inh
Oc1cc2ccccc2nc1-c1ccccc1Cl	i	i
O=c1c(Cl)c(N2CCCCC2)cnn1-c1nc2ccccc2[nH]1	i	i
Cc1cccc(N/C(N)=N/c2nc(C)cc(=O)[nH]2)c1	i	i
CCOCCCNC(=O)c1ccccc1NC(=O)C1=C(C)OCCS1	i	i
COc1cc(/C=N/NC(=O)C(=O)/C=C2\NC(C)(C)Cc3ccccc32)ccc1O	i	i
CCCNC(=O)c1ccc(-c2nc3ccccc3s2)s1	i	i
CCOC(=O)c1sc(NC(=O)c2cccc(S(=O)(=O)N3CCN(C)CC3)c2)cc1C	i	i
COc1ccc(CNC(=O)C(=O)NCC2OCCN2S(=O)(=O)c2ccccc2)cc1 (stereo not given)	i	i
COc1ccc(-c2nnc(SCC(=O)c3cccs3)n2-c2ccc(Cl)cc2)cc1	i	i
Cc1cccc(N2CCN(C(=O)Cn3ccc4ccccc4c3=O)CC2)c1C	i	i
O=[N+]([O-])c1cccc(S(=O)(=O)Nc2ccc(-c3ccc(N4CCCC4)nn3)cc2)c1	i	i
c1ccc(COc2ccc(-c3sc(Nc4ccccc4)n[n+]3-c3ccccc3)cc2)cc1	i	i
O=C(N=Nc1c(O)n(C2OC(=O)c3ccccc32)c2ccccc12)c1ccco1 (stereo not given)	i	i
CCN1C(=O)N[C@@H](CCc2ccccc2)[C@H](C(=O)OC)[C@H]1C	i	i
CSc1nc(N2CCOCC2)c2c3c(sc2n1)CCCC3	i	i
Cc1ccc(CNC(=O)C2CCCN(c3ncnc4c3nc3n4CCCCC3)C2)cc1 (stereo not given)	i	i
CN(C)C1=NC[C@H](Cc2ccccc2)N1CC1CCCC1	/	i
CN1C(=O)c2ccc(C(=O)NCc3ccccn3)cc2C1=O	i	i
COc1ccccc1N1CCN(/N=C\c2cccnc2)CC1	i	i
O=[N+]([O-])c1cccc(Nc2c3ccccc3nc3ccccc23)c1	-5.7*	i

Grouped by structure, the entries above containing a thiophene ring, fused or not
molecule	KCNQ2 inh	CHT inh
COc1ccccc1NS(=O)(=O)c1cccc(NC(=O)Cc2cccs2)c1	i	i
CCCNC(=O)c1ccc(-c2nc3ccccc3s2)s1	i	i
CCOC(=O)c1sc(NC(=O)c2cccc(S(=O)(=O)N3CCN(C)CC3)c2)cc1C	i	i
COc1ccc(-c2nnc(SCC(=O)c3cccs3)n2-c2ccc(Cl)cc2)cc1	i	i
CSc1nc(N2CCOCC2)c2c3c(sc2n1)CCCC3	i	i

Continued.
molecule	KCNQ2 inh	CHT inh
O=C(Nc1cccc(NC(=O)c2ccc3c(c2)OCO3)c1)c1ccccc1	i	i
O=C(NNc1nc2c(F)cccc2s1)c1cc(=O)c2ccccc2o1	i	i
CCCCC1CCC(C(=O)Nc2ccc(S(=O)(=O)Nc3nccs3)cc2)CC1 (stereo not given)	i	i
CS(=O)(=O)N1CCC(c2noc(-c3ccc(C(F)(F)F)cc3)n2)CC1	i	i
Clc1ccc(CSc2nnc(-c3cccnc3)o2)cc1	i	i
CC(Sc1cccc[n+]1[O-])c1ccccc1 (stereo not given)	i	i
CCOC(=O)CCc1c(C)c2ccc(OCC(=O)OC(C)C)cc2oc1=O	i	i
COC(=O)CSc1nc(NCC(C)C)nc(N2CCOCC2)n1	i	i
CCc1cc2c(cc(C(=O)O)n2C)s1	i	i
O=C(NC1CCCc2c1cnn2-c1ccc(F)cc1F)c1ccccn1 (stereo not given)	i	i
CC(Oc1ccc(-c2ccccc2)cc1)C(=O)N1CCOCC1 (stereo not given)	i	i
O=C(N/N=C/c1ccccc1Cl)c1[nH]c2ccc(Br)cc2c1-c1ccccc1	i	i
COC(=O)C1=C(C)NC(C)=C(C(=O)OC)C1c1ccc2ccccc2n1	i	i
O=C(NN1C(=O)c2cc(Br)ccc2NC1c1ccccc1Cl)c1ccncc1 (stereo not given)	i	i
CCSc1nnc([C@@H](NC(=O)OC(C)(C)C)C(C)C)o1	i	i
CCn1c(O)c(C=Nc2ccccc2)oc1=S	i	i
COCCN(C(=S)Nc1ccccc1OC)C1CCN(C(C)C)CC1	i	i
N#CCN1C(=O)C(=O)N(Cc2cccc(C(F)(F)F)c2)C1=O	i	i
COc1ccc(-n2nc(C(=O)NCC(=O)N3CCCC(C)C3)c3ccccc3c2=O)cc1Cl (stereo not given)	i	i
COc1cccc(-n2c(C)nc3c(cnn3-c3ccc(C)cc3)c2=O)c1	i	i

Remaining list, next part:
molecule	KCNQ2 inh	CHT inh
CCOC(=O)C1(CC)NC(c2ccc(OC)c(OC)c2)C2C(=O)N(c3cccc(C(C)=O)c3)C(=O)C21 (stereo not given)	i	i
COc1ccc(C(=O)/C=C/c2cccc(OCc3ccccc3)c2)cc1CSCC(=O)O	i	i
CN1CCc2ccc(NC(=O)c3ccc(C(F)(F)F)cc3)cc2C1	i	i
CCOCCCn1c(=S)[nH]c2ncccc2c1=O	i	i
Cc1noc(C)c1CSc1nc2ccccc2nc1NS(=O)(=O)c1ccc(Cl)cc1	i	i
COc1ccc(CCN2CC(C(=O)N(C)C3CCOCC3)CCC2=O)cc1 (stereo not given)	i	i
N#Cc1ccncc1Sc1ccc(Cl)cc1	i	i
COC(=O)Cn1c(=NC(=O)c2nc3ccccc3s2)sc2cc(S(N)(=O)=O)ccc21	i	i
Cc1nc2scc(-c3ccccc3)c2c(=O)n1N	i	i
O=c1ccc(-c2ccc(S(=O)(=O)Nc3cccc(F)c3)o2)n[nH]1	i	i
COc1ccc(C(=O)NC(=S)NCc2cccnc2)cc1Br	i	i
Cc1cccc(N2CCC(NCc3c(C(=O)N4CCCCC4)nc4c(C)cccn34)CC2)c1	i	i
CC1CN(CC(=O)NCc2ccccc2)CC(C)O1 (stereo not given)	i	i
Cc1nn(C)cc1CNC(=O)C1C2CCC(O2)C1C(=O)O (stereo not given)	i	i
CC(C)Oc1c(Br)cc(Br)cc1/C=N/NC(N)=S	i	i
CCOc1ccc(N=Nc2c(=O)[nH]n3c(C)cc(C)nc23)cc1	i	i
CCN(c1ccccc1)S(=O)(=O)c1cc2c(cc1C)N(C)CCO2	i	i
Cc1cccc(NC2=C(NCCO)C(=O)c3ccccc3C2=O)c1	i	-7.7*
Cn1c([N+](=O)[O-])cnc1N1CCN(c2nncs2)C1=O	i	i
CCOC(=O)N1CCC(NC(=O)c2cc(C(=O)Nc3ccc(F)cc3F)ccc2CO)CC1	i	i

(more compounds)
molecule	KCNQ2 inh	CHT inh
COc1cccc(C2=NN(C(=O)c3cccs3)C(O)(C(F)(F)F)C2)c1 (stereo not given)	i	i
Cc1nnc(SCC(=O)N2CCCC(N3CCN(c4ccc(F)cc4)CC3)C2)o1 (stereo not given)	i	i
O=C(CCC(=O)OCC(F)(F)C(F)F)Nc1ccc(Cl)cc1	i	i
CC(=O)NCCC(=O)Nc1cc(S(=O)(=O)N2CCOCC2)ccc1Oc1ccccc1	i	i
CC(=O)Nc1ccc(NC(=O)CN(c2ccccc2Cl)S(C)(=O)=O)cc1	i	i
O=C(CSc1nnnn1-c1ccc2c(c1)OCO2)NCc1cccs1	i	i
COc1ccccc1NC(C)C(=O)N/N=C/c1cccs1 (stereo not given)	i	i
COc1ccc(NC(=O)c2ccc3c(c2)C(=O)N(Cc2cccnc2)C3=O)cc1	i	i
COc1ccc(NS(=O)(=O)c2cc(NC(=O)Cc3cccs3)ccc2C)cc1	i	i
CC(c1ccco1)N(C(=O)c1ccccc1NS(=O)(=O)c1cc([N+](=O)[O-])ccc1Cl)c1ccccn1 (stereo not given)	i	i
Cc1ccc(O)c(-c2cc(-c3cccc(Br)c3)n[nH]2)c1	i	i
NC(=O)c1ccc(NC(=O)COc2ccc([N+](=O)[O-])cc2Cl)cc1	i	i
S=c1nc(NCCc2ccccc2Cl)c2ccccc2[nH]1	i	i
Cc1ccc(N=Nc2[nH]c3ccccc3c2O)cc1	i	i
Cc1ccc(C)c(N2CCN(C(=O)C3CCCN(S(=O)(=O)c4cnc[nH]4)C3)CC2)c1 (stereo not given)	i	i
Cc1cnc(C(=O)OCC(=O)Nc2cc(Cl)cc(Cl)c2)cn1	i	i
COc1ccc(CCNC(=O)CCSc2nc(-c3ccco3)cc(C(F)(F)F)n2)cc1	i	i
O=C(c1cc2ccccc2oc1=O)N(Cc1ccccc1)CC1CCCO1 (stereo not given)	i	i
C/C(Nc1ccccc1)=C(/C#N)C(N)=O	i	i
CCN(CC)Cc1c(O)ccc2c(C)c(CC(=O)OC)c(=O)oc12	i	i

The list goes on:
molecule	KCNQ2 inh	CHT inh
Cn1c(=O)n(CCCOc2ccc(Br)cc2)c2ccccc21	i	i
COc1ccc(Oc2cnn(-c3ccccc3)c(=O)c2Br)cc1	i	i
CC(C)Nc1nnc(SC(C)C(=O)N(C)C2CCCCC2)s1 (stereo not given)	i	i
Cc1ccc(N(CC(O)CN2CCCCC2)S(=O)(=O)c2ccccc2)cc1 (stereo not given)	i	i
C/C(=N\NC(=O)c1ccccc1C)c1cccnc1	i	i
CCN(CC)CC(=O)NC1CC(C)(C)Cc2c1cnn2-c1ccc(F)cc1 (stereo not given)	i	i
CCOC(=O)Cc1csc(NC(=O)c2ccncc2)n1	i	i
CCN(C/C=C/c1ccccc1OC)Cc1ccccc1	i	i
O=C(O)CCC(NC(=O)C1CCCN1C(=O)OCc1ccccc1)C(=O)O (stereo not given)	i	i
CCC(CC)C1C(C#N)=C(N)Oc2cc(C)oc(=O)c21 (stereo not given)	i	i
Cc1nc2sccn2c(=O)c1S(=O)(=O)N1CCN(c2ccc(F)cc2)CC1	i	i
CCCC(=O)Nc1c2c(nn1-c1ccc([N+](=O)[O-])cc1)CS(=O)(=O)C2	i	i
COC(=O)c1ccc(C2c3c(oc4cc(C)c(C)cc4c3=O)C(=O)N2CCCN(C)C)cc1 (stereo not given)	i	i
Cc1ccc2nc(-c3ccc(NC(=O)CN4CCN(C(=O)c5ccco5)CC4)cc3)sc2c1	i	i
O=[N+]([O-])c1ccc(N(c2ccccc2)c2ccccc2)cc1	i	i
CCCCCCn1nc(C(=O)N(CCOC)c2c(N)n(CCCC)c(=O)[nH]c2=O)c2ccccc2c1=O	i	i
CCCCC[C@H](O)/C=C/[C@@H]1[C@@H](C/C=C\CCCC(=O)O)[C@@H](O)C[C@H]1O	i	-5.9*
COc1cc(NS(=O)(=O)c2c(C)[nH]c(C)c2C(=O)N2CCCCC2)cc(OC)c1OC	i	i
Cc1cc(C)n(-c2nnc(C)n2/N=C/c2cc(Br)ccc2OCc2ccccc2)n1	i	i
O=C(NC(=S)Nc1ccc(Cc2ccncc2)cc1)c1ccccc1F	i	i
CC(NC(=O)c1ccccc1Br)c1nnc(SCC(=O)NC2=NCCS2)n1C (stereo not given)	i	i
